KDM5B inhibitor: Primary screen for KDM5B Histone Demethylases FDH-coupled qHTS; Lysine-specific demethylase 5B (Homo sapiens), Q9UGL1; KDM5B demethylase, FDH-coupled NADH fluorescence (FDH is formaldehyde dehydrogenase); Potency, µM (doses to about 57.7 µM), without a hit: at the highest dose activity change, negative = inhibition, hits mostly inhibitors; hit rate 2.6% among 220,000; active = well fitted inhibition curve with a large enough effect; inconclusive = small, poorly fitted or top-dose-only effect; inactive = no such curve, though single readings can be large or run the other way; also: 0% is about no effect; nearly all actives have a fitted effect of over 70% in size
Target sequence (Q9UGL1 whole entry, looked up): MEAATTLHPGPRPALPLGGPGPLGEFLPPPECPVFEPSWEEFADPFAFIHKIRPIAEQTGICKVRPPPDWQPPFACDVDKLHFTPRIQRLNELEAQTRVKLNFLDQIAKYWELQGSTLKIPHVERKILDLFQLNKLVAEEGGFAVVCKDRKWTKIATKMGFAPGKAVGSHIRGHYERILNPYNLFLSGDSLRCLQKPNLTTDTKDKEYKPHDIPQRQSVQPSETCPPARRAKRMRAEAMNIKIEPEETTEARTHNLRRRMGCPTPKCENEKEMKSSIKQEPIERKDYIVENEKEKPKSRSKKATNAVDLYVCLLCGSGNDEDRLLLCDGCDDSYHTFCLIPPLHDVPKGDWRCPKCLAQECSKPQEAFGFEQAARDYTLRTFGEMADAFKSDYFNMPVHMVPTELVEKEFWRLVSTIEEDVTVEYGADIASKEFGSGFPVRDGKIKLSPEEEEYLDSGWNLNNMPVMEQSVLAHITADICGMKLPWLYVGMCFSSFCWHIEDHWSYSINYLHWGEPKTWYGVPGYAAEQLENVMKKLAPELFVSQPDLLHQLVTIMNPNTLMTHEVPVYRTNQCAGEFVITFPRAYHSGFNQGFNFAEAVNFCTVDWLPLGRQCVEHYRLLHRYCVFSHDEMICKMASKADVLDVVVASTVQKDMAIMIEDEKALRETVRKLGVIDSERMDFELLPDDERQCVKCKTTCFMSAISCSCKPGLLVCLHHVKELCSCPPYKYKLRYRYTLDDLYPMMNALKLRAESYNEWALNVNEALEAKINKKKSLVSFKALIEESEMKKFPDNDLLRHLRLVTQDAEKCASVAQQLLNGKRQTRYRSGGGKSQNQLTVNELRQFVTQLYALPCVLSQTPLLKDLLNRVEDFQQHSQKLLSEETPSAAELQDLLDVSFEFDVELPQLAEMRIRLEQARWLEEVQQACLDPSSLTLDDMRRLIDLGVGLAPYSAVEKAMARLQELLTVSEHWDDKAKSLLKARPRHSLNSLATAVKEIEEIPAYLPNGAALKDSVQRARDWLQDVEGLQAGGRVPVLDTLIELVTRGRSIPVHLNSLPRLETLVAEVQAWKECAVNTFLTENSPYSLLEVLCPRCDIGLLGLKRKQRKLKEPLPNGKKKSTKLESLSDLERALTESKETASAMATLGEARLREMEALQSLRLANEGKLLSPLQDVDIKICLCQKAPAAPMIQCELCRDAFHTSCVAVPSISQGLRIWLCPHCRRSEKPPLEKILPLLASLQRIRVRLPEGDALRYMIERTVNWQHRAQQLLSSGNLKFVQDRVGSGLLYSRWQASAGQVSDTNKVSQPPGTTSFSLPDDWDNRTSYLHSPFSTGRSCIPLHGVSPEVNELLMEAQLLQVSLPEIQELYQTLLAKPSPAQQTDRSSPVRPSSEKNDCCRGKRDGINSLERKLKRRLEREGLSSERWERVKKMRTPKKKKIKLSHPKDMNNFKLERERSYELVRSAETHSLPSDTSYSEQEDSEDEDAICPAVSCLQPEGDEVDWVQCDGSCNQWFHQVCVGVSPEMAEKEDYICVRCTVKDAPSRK
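qHTS format, multiple compound concentrations. Buffer 50 mM HEPES pH 7.5/0.01% Tween-20; 200 nM KDM5BΔAP final; 10 min compound preincubation; substrate-mix levels 12.5 µM peptide, 25 µM α-KG, 0.25 mM NAD⁺; 30 min RT; ΔRFU.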
An asterisk follows results filed as active; i = inactive; ? = inconclusive; & = joins results of further samples; [ ] = another dose, or the depositor's remark. Potency is read from the fitted curve at half-maximal effect. Some of the compounds tested (hit frequency here may not be typical).

Compound	KDM5B inhibitor
CC(C)c1ccc(NS(=O)(=O)c2ccc3[nH]cc(C(=O)NCCc4ccccc4)c(=O)c3c2)cc1	-4.0%
Cc1nn2c(c1-c1cccc3cn[nH]c13)N(C(=O)COc1ccccc1C(N)=O)CCC2	-6.3%[86.2 µM]
CC(C)(C)CN1CCOC[C@H]1c1ncc(-c2ccc(F)cc2)[nH]1	-2.5%[86.2 µM]
COc1ccc(CNC(=O)CCc2c(C)c3cc4c(C)c(C)oc4cc3oc2=O)cc1	?
Cc1[nH]c2ccccc2c1C(=O)CSC(=S)N1CCN(C)CC1	11.6%
Cc1ccc(NC(=O)C2CCN(c3nc4ccccc4nc3C(F)(F)F)CC2)cc1C	-4.8%
CN(C)c1ccc(C(CNC(=O)c2ccccc2)N2CCc3ccccc32)cc1 (stereo not given)	?
Cc1ccccc1COC(=O)C1Cc2ccccc2C(=O)O1 (stereo not given)	-9.9%
CCOc1ccccc1NC(=O)CCc1nc(-c2cccc(C)c2)no1	-6.0%
COc1ccc(-c2nn3c(=O)cc(CN4CCN(C(=O)Nc5cc(C)ccc5C)CC4)nc3s2)cc1	-26.5%
COc1ccc(C2(C(=O)N3CCN(c4ncccn4)CC3)CCOCC2)cc1	1.9%[115 µM]
Cc1cccc(-n2c(=O)c3c(c4cc(C)ccc4n3C)n(Cc3ccccc3F)c2=O)c1	-76.2%
COCc1nc(C2CC(NC(=O)CN3C(=O)NC(=O)C3(C)C)C2)cc(=O)[nH]1 (stereo not given)	29.8%
c1ccc(-c2nc(-c3ccncc3)no2)c(OC2CCN(C3CCCC3)C2)c1 (stereo not given)	-3.7%
Cc1cc(C)nc(NC2=NCC(=O)N2c2ccc(Cl)cc2Cl)n1	10.7%
Cc1c(C(=O)NCCc2cccc(F)c2)[nH]c2c1C(=O)CCC2	-7.4%
COCCn1c(C)cc(O)c(C(c2ccccc2)N2CCN(c3ccccc3)CC2)c1=O (stereo not given)	-17.7%
Cc1cnc(C(=O)Nc2ncc(Cc3ccc(C#N)cc3C(F)(F)F)s2)cn1	3.9%
Cc1ccccc1CCN1CCCC(CN(C)C(=O)C(=O)c2ccco2)C1 (stereo not given)	2.8%
Cc1cccc(NC(=O)Cn2c(=O)ccc3cc(S(=O)(=O)N4CCCC4)ccc32)c1C	-16.4%
O=C(NC1CCN(C2CC2)CC1)c1ccccc1C(=O)c1ccc(F)cc1	9.4%
COc1ccccc1C(=O)Nc1nnc(SCc2cc(=O)c3cc(Cl)ccc3[nH]2)s1	-35.6%
O=S(CCCOc1ccc(F)cc1)Cc1ccccc1 (stereo not given)	-4.8%
COc1ccc(C(=O)N2CCC(N3C(=O)C4(CCCC4)C3c3ccccc3)CC2)cc1 (stereo not given)	-13.4%
Cc1ccc(S(=O)(=O)/C=C/CS(=O)(=O)c2ccc(C)cc2)cc1	-2.0%
CC(C)CCNC(=O)c1c(OCC2CC2)cc(=O)n2c1CCOCC2	0.5%
Cc1nn(C(C)C(=O)N/N=C/c2ccc(N(C)C)cc2)c(C)c1[N+](=O)[O-] (stereo not given)	15.4%
C=CCNC(=O)NC(=O)COC(=O)c1ccc(COC)cc1	13.8%
Cc1ccc(C(NC(=O)COc2ccccc2C(N)=O)c2cccs2)cc1 (stereo not given)	14.2%
COc1ccccc1CN1Cc2cc(NC(=O)c3ccc4c(c3)OCO4)ccc2OC(C)C1=O (stereo not given)	?
Cc1ccc(OCC(=O)Nc2ccc3nc(SCC(=O)N4CCCC4)sc3c2)cc1C	-15.9%
COc1ccccc1N1CCCc2ncc(C(=O)N3CCCC[C@@H]3c3ccccc3)cc21	?
O=C(Nc1ccc(Cl)c(C(F)(F)F)c1)C(c1ccccc1)c1ccccc1	0.2%
COc1cccc(SCC(=O)c2ccc3c(c2)CCC(=O)N3)c1	-29.8%
CCc1ccccc1NC(=O)c1nnn(CC(=O)Nc2c(C)cc(C)cc2C)c1N	-9.9%
CN1C[C@H](NCc2ccc(C(F)(F)F)cc2)CCC[C@@H](C(=O)N(C)Cc2cccnc2)CC1=O	-2.0%
O=C(Cn1cnnn1)N1CCC2(CCCNC2=O)C1 (stereo not given)	26.2%
COc1ccc(/C=C(\C#N)Sc2ccc(Br)cc2)cc1	-9.2%
O=C(Cn1c(=O)n(Cc2ccc(F)cc2)c(=O)c2sc3ccccc3c21)Nc1ccc(F)cc1F	?
COCCNC(=S)N(CCc1c(C)[nH]c2ccccc12)Cc1cc(OC)c(OC)c(OC)c1	2.7%
COCc1nnc(NC(=O)C[C@H]2NC(=O)c3ccccc3NC2=O)s1	-1.9%
COCCC1(NS(=O)(=O)N(C)C)CCN(S(C)(=O)=O)CC1	4.1%
COc1ccc2c(c1)c1c(c(=O)n(CCc3ccccc3)c(=O)n1Cc1cccc(F)c1)n2C	?
COc1ccc(NC(=O)O[C@@H]2CC[C@]3(C)C(CC[C@@H](O)[C@H]3CC(=O)N3CC[C@@H](O)C3)[C@]2(C)CO)cc1 (stereo not given in full)	19.7%
Cc1ccc(-n2nc(C(=O)N3CCN(c4cc(Cl)ccc4C)CC3)c(=O)n(C)c2=O)cc1	?
COC(=O)c1ccc2c(c1)N(Cc1ccc(Cl)cc1)C(=O)c1ccccc1S2	?
O=C1CCN(Cc2ccc3c(c2)CCO3)CCOCCN1	-24.1%
C/C(Cc1nnn(-c2cc(C)on2)n1)=N\O	23.6%
CCCS(=O)(=O)N1CC(n2cc(C(=O)NCC3CC3)nn2)C1	-14.3%
CN(Cc1ccc(-c2ccccc2)cc1)C(=O)c1ccc(C(F)(F)F)cc1	-12.1%
CCCN(c1ccccc1CC)S(=O)(=O)c1ccc2c(c1)CC(C)N2C(=O)C1CC1 (stereo not given)	-17.6%
O=[N+]([O-])c1ccc(N/N=C/C2=C(Sc3nc4ccccc4o3)CCCC2)cc1	-5.7%
CC1=C(C(N)=O)C(c2ccccc2Cl)N2C(=O)CSC2=N1 (stereo not given)	-3.9%
Cn1nc(C(=O)N2CCOCC2)c2c1-c1ccsc1CC2	-2.1%
O=C(NCc1nc(-c2cnccn2)n[nH]1)[C@H]1CNC[C@H](C(=O)N2CCOCC2)C1	?
OCC1CN(c2ccncn2)CC12CCN(Cc1c[nH]c3ccccc13)CC2 (stereo not given)	-11.4%
CC(C)NC(=O)N(Cc1cccnc1)C1CNC1	10.3%
O=C(COC(=O)c1ccccc1O)Nc1cccc(S(=O)(=O)NC2=NCCCCC2)c1	35.5%
CCNC(=O)C1C(c2cccc(NC(=O)c3ccccc3)c2)OC(=O)N1Cc1ccc(C)cc1 (stereo not given)	-0.4%
COc1cc(C(=O)Nc2ccc(S(=O)(=O)Nc3cnc4ccccc4n3)cc2)cc(OC)c1OC	-5.4%

(list continues)
Compound	KDM5B inhibitor
CC1CCCC(NC(=O)COC(=O)c2ccc([N+](=O)[O-])s2)C1C (stereo not given)	6.2%
Cc1nc2cc(C(=O)N3CCC4(CC3)c3nc[nH]c3CCN4C)ccc2s1	-2.7%
O=C(O)c1ccc(-c2ccco2)cc1	?
COc1ccc([C@@H](NC(=O)c2ccc(CSC)o2)C2CC(O)C2)cn1 (stereo not given in full)	1.5%
CCOC(=O)N1CCc2c(sc3c2C(=O)NC(c2ccc(N(C)C)cc2)N3)C1 (stereo not given)	9.1%
Cc1ccc(S(=O)(=O)Nc2ccc3c(c2)CCCN3C(=O)c2cccs2)cc1C	-1.4%
COc1ccc(-c2cc3ncc(C(=O)c4cc(F)ccc4O)cn3n2)cc1	?
CCOc1ccc(-c2nnc(SCC(=O)c3ccc(Br)cc3)n2-c2ccccc2)cc1	-12.6%
CONC(=O)C(NC(=O)c1ccccc1F)C(C)C (stereo not given)	-6.5%
O=C(Cc1cccc(F)c1)NCC(=O)N1CCCCCNC(=O)CC1c1ccccc1 (stereo not given)	27.7%
O=C(C1CCCN(S(=O)(=O)c2ccc(Br)s2)C1)N1CCN(c2ccccc2F)CC1 (stereo not given)	-15.4%
Cn1c(=O)n(C)c2cc(NS(=O)(=O)c3ccccc3)c(NCc3ccccc3)cc21	?
O=C(c1cc(=O)c2cc(Br)ccc2o1)N(Cc1cccs1)c1ccccn1	-6.6%
O=C(Cn1nc(N2CCN(c3ccccc3)CC2)ccc1=O)Nc1ccc(F)cc1	9.8%
O=C1NC(=NC2CCCCC2)C2(CCN(Cc3ccc(F)cc3)CC2)N1c1cc(F)cc(F)c1	27.4%[115 µM]
CCC(C)C(=O)N1CCC2(CC1)NCCc1c2[nH]c2ccc(OC)cc12 (stereo not given)	31.6µM*
CCOc1ccc(CCNC(=O)c2c(C)oc3ncn(CC(C)C)c(=O)c23)cc1	-25.9%
O=C(Nc1cccc(C(F)(F)F)c1)C1C2CCC3C(CCC21)C3(Cl)Cl (stereo not given)	-8.9%
O=C(NC1CCCCC1)N1CC(c2nc(CCOCC3CC3)no2)C1	-8.3%
O=C(OCc1ccc(Cl)cc1)c1ccc(CN2CCCC2=O)cc1	13.5%
N#Cc1ccc(NC(=O)COC(=O)c2ccccc2Oc2ccccc2)cc1	-3.4%
C[C@@]1(O)CCN(Cc2cccc(OC(F)F)c2)C[C@@H]1O	-14.5%
CC(Nc1oc(/C=C/c2ccc(F)cc2)nc1C#N)c1ccccc1 (stereo not given)	i
Cc1nc(-c2ccc(S(=O)(=O)Nc3cccc(F)c3)cc2)co1	0.4%

(more compounds)
canonical_smiles	KDM5B inhibitor
CC(C)Oc1ccc2c(NC(=O)CN3CCOCC3)nn(CC(F)(F)F)c2c1	5.2%
CN1CCCN(C[C@@H]2CN(C(=O)C3(Cn4cccn4)CC3)C[C@@H]2CO)CC1	?
O=C(NC[C@H]1OC[C@@H](NC2CCC2)[C@@H]1O)Nc1ccccc1	9.7%[86.2 µM]
O=S(=O)(c1ccccc1)c1nnn2c1nc(NCc1ccccc1)c1sccc12	?
COc1nnc(-c2ccc(N3CCOCC3)c(NC(C)=O)c2)c2ccccc12	16.4%
CCOc1ccc(N/C=C/C(=O)c2ccc(Br)cc2)cc1	-1.2%
O=C(C[C@H]1NC(=O)c2ccccc2NC1=O)Nc1cccc2[nH]ccc12	-33.4%
CC(C(=O)Nc1ccccc1C(F)(F)F)N1C(=O)c2ccccc2C1=O (stereo not given)	-16.0%
CN(CC1CCOCC1)C(=O)Nc1ccc(Cl)cc1F	-10.9%
CC(C)C1=NOC2(CCCN([S+](=O)([O-])c3cccc(C(F)(F)F)c3)C2)C1 (stereo not given)	18.0%[115 µM]
CCCN(CCC)C(=O)c1c[nH]c2ccc(S(=O)(=O)N(C)c3ccc(OCC)cc3)cc2c1=O	-9.2%
O=C1NC2(Cc3ccccc31)CN(CC1CCNC1)C2 (stereo not given)	?
COc1cccc(CNC(=O)N2c3ccccc3CC2c2noc(C3CCOCC3)n2)c1 (stereo not given)	-9.4%
COc1ccccc1/C=C(\C)C(=O)c1c(C)cc(C)[nH]c1=O	27.4%
CCOCCN1C(=O)COC[C@@H]1[C@H](O)c1ccc(NC(=O)c2ccccc2)cc1	13.1%[86.2 µM]
COc1ccc(Cl)cc1NC(=O)NCCc1noc(C2CC2)n1	42.0%[activator]
NCC1CC2c3ccccc3C1c1ccccc12 (stereo not given)	-11.3%&-1.1%
COCCNC(=O)c1ccc(NC(=O)N2CCCCc3ccccc32)cc1	-4.9%
CC(C)C(=O)NNC(=O)c1cc2sccc2s1	13.6%
COc1cc(-c2nnc(SCC(=O)Oc3ccc(C)cc3C)o2)cc(OC)c1OC	-7.2%
COc1cc(/C=C/c2nc(C#N)c(N3CCC(C)CC3)o2)cc(OC)c1OC	?
COCCNC(=O)c1cc(-c2cc(OC)c(OC)c(OC)c2)nc2ccccc12	-1.5%
Cc1oc(-c2cccs2)nc1CC(=O)Nc1ccc(F)c(F)c1F	?
CCC(=O)N1Cc2ccccc2CC2(CCCN(CC3CCNCC3)C2)C1 (stereo not given)	-27.9%[115 µM]
Cc1sc2ncn(CC(=O)N3CCN(c4ccccc4)CC3)c(=O)c2c1S(=O)(=O)N1CCC(C)CC1	-17.4%

Some of the entries so far, as labelled records.
Cc1c(C(=O)NCCc2cccc(F)c2)[nH]c2c1C(=O)CCC2
- KDM5B inhibitor = -7.4%
COCCn1c(C)cc(O)c(C(c2ccccc2)N2CCN(c3ccccc3)CC2)c1=O (stereo not given)
- KDM5B inhibitor = -17.7%

Printed as active in KDM5B inhibitor, of those listed so far:
canonical_smiles	KDM5B inhibitor
CCC(C)C(=O)N1CCC2(CC1)NCCc1c2[nH]c2ccc(OC)cc12 (stereo not given)	31.6µM*

Taken from the listing, 3 compounds:
canonical_smiles	KDM5B inhibitor
Cc1oc(-c2cccs2)nc1CC(=O)Nc1ccc(F)c(F)c1F	?
CCC(=O)N1Cc2ccccc2CC2(CCCN(CC3CCNCC3)C2)C1 (stereo not given)	-27.9%[115 µM]
Cc1sc2ncn(CC(=O)N3CCN(c4ccccc4)CC3)c(=O)c2c1S(=O)(=O)N1CCC(C)CC1	-17.4%

(list continues)
canonical_smiles	KDM5B inhibitor
CC(NC(=O)c1nccnc1N)c1ccc(F)c(F)c1 (stereo not given)	?
COCCO[C@H]1C(=O)N(C2CCNCC2)[C@H]1c1ccncc1	-1.4%
O=C(c1cc(-c2ccc(F)cc2)n[nH]1)N1CCN(C(=O)c2ccc(Br)o2)CC1	10.8%
CCn1ccnc1CNc1ccc(-c2nc(-c3ccccc3C)no2)cn1	28.2µM*
O=C(O)CCNS(=O)(=O)c1ccc(C(=O)/C=C/c2ccc(C(=O)O)cc2)cc1	-17.9%
Cc1oc2c(c1C(=O)N(C)C)CN(S(=O)(=O)c1ccccc1)CC2	-13.5%
C#CCNC(=O)CC[C@@H]1CNC(=O)[C@@H]2C[C@H](NC(=O)Nc3ccc(F)cc3F)CN12	?

High-throughput results as filed in PubChem BioAssay.
